ERb SRC1 inh: ER-beta (human) coactivator binding inhibition; Q92731; TR-FRET ER-beta LBD / SRC1-Cy5 peptide binding; receptor agonist-loaded with 1 µM estradiol; inhibition, % at 25.6 µM; 86,000 compounds, 1.3% hits; AID 633;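 active = compounds whose percent inhibition of the receptor-coactivator binding signal exceeds about 50% in the single-dose screen, limit read from the data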;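 note: 0% = receptor plus peptide wells without compound and 100% = peptide-only wells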
Target sequence (Q92731 whole entry, looked up, the tested form may be a part): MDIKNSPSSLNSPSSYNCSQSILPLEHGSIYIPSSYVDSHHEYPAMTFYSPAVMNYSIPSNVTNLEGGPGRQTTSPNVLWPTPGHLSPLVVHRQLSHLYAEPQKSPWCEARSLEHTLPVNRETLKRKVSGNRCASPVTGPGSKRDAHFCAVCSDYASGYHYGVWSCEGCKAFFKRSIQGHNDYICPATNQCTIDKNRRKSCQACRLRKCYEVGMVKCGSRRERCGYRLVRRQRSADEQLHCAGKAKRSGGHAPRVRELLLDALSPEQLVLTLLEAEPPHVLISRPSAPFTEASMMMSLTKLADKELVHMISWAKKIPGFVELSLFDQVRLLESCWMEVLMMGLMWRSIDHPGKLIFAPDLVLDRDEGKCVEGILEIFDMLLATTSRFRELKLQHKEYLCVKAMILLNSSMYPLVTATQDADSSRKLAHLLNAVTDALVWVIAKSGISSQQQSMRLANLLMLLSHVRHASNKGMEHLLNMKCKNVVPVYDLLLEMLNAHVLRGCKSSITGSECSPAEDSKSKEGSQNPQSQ
Plk1 PBD FP: blocks phosphopeptide binding to human Plk1 polo box domain; AID 693; 97,000 compounds, 0.13% hits; Plk1 PBD phosphopeptide binding, fluorescence polarization; inhibition, %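 (tested at about 20 µM)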; P53350; in the data active = inhibition above about 34%, passing the limit was not always enough
CD11b adhes enh: enhancers of human CD11b/CD18 binding to fibrinogen; P05107+P11215; K562 CD11b/CD18 adhesion to fibrinogen, ATPlite luminescence; activation, % at 10 µM; 93,000 compounds, 0.07% hits; AID 1499;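 active = 10 µM primary screen giving 50% or more activity, confirmed by 40% or more on retest at that dose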; note: strong numbers were not always called active
PLK1 kinase inh: blocks human PLK1 kinase activity | recombinant PLK1 kinase, TR-FRET peptide phosphorylation | inhibition, % at 10 µM | 97,000 compounds, 0.53% hits | AID 619;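 active = inhibition of 50% or more in the single-concentration screen; inactive = inhibition below 50%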;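 note: 0% = DMSO max control and 100% = H-89 dihydrochloride min control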
ERa SRC1 inh: blocks coactivator binding to human estrogen receptor alpha. AID 629. inhibition, % at 25.6 µM. TR-FRET ER-alpha LBD / SRC-1 peptide, estradiol-bound. 86,000 compounds, 1.7% hits. P03372; in the data active = inhibition above about 50%;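 note: 0% = receptor plus peptide control and 100% = peptide only without receptor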
ERa SRC1 pot: enhances coactivator binding to human estrogen receptor alpha. P03372. coactivator binding (% of control), % at 25.6 µM. 86,000 compounds, 1.3% hits. TR-FRET ERalpha-LBD/SRC-Cy5 coactivator binding, 2 h; 100 = basal binding, no effect. AID 639; in the data active = activity above about 200%;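 note: binding measured in presence of low estradiol as agonist stimulus; 0% = peptide alone without receptor and 100% = receptor with peptide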
CD11b adhes inh: blocks human CD11b/CD18 adhesion to fibrinogen. inhibition, % at 10 µM. 93,000 compounds, 0.54% hits. K562 CD11b/CD18 adhesion to fibrinogen, ATPlite luminescence; Mn2+ added to activate the integrin. P05107+P11215;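 active = primary inhibition of 50% or more at 10 µM, then 40% or more on retest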; note: some results filed as inactive read as strong as hits
FAK blocker: inhibitors of human focal adhesion kinase | Q05397 | biochemical FAK kinase activity assay | inhibition, %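 (tested at 7 µM)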 | 97,000 compounds, 0.84% hits | AID 727; in the data active = inhibition above about 19%;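 note: 0% = DMSO and 100% = reference compound high control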
Rev-RRE block: disrupts HIV-1 Rev binding to RRE RNA | P05866 | Rev peptide-RRE RNA binding, FRET | inhibition, % at 8 µM | 97,000 compounds, 0.79% hits | AID 704;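 active = inhibition above the screen-wide mean plus 3 SD, cut at about 35% in these data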;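 note: 0% = median DMSO wells and 100% = median Neomycin B control wells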
Target sequence (P05866 whole entry, looked up): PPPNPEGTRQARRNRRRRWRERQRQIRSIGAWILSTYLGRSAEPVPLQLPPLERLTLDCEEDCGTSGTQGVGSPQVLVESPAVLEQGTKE
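Test system: labelled RRE RNA duplex and labelled Rev peptide. Times: 5 min compound–RNA preincubation, then 15 min with peptide, 25 °C. Doses: single-dose 8 µM. Measured by: FRET, excitation 480 nm, emission 540 nm donor and 671 nm acceptor. Measure: % inhibition of FRET ratio versus controls.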
The depositor's hits bear a star; i = inactive; · = not tested or not shown; [ ] = remark or other dose.

ERb SRC1 inh	Plk1 PBD FP	CD11b adhes enh	PLK1 kinase inh	ERa SRC1 inh	ERa SRC1 pot	CD11b adhes inh	FAK blocker	Rev-RRE block	smiles
-4	12	0	-7	1	98[fluorescence artefact?]	-22	-1	3	O=C(c1cn(-c2ccccc2)nc1-c1cccs1)N1CCN(c2ccccn2)CC1
·	-10	0	-12	·	·	-6	2	15	Cc1cc2ncn(-c3ncnc4sc5c(c34)CCC(C)C5)c2cc1C (stereo not drawn)
-2[fluorescence artefact?]	17	-2	-4	-5	105	-2	0	-3	C=CCn1c(COc2cccc3cccnc23)nnc1SCC(=O)OC
-2	-9	1	1	3	110[fluorescence artefact?]	6	0	1	O=C(CCC1CCCCC1)NCc1cccs1
-2[fluorescence artefact?]	4	-3	-7	3[fluorescence artefact?]	103	2	2	7	Nc1c(NCc2ccccc2)c(=O)[nH]c(=O)n1Cc1ccccc1
12	-6	·	-3	-3	88	·	-2	6	CCN(CC)C(=O)c1sc(NC(=O)c2ccco2)c(C#N)c1C
9[fluorescence artefact?]	8	-4	9	0[fluorescence artefact?]	115	3	-8	8	CC(=O)Nc1ccc(-c2cc(NC(C)=O)n(-c3ccccc3)n2)cc1
2	-4	-1	-7	-2	115	-1	0	-2	O=C(NCC(=O)N(Cc1ccc(F)cc1)C(C(=O)NC1CCCC1)c1ccco1)c1ccco1 (stereo not drawn)
-22[fluorescence artefact?]	2	-2	-10	-29	106	1	0	11	C=CCn1c(SCC(=O)c2cccs2)nc2sc(C)cc2c1=O
3	9	-4	-1	6	87	7	1	10	O=C(Nc1cccnc1)Nc1ccc2c(c1)OCO2
6[fluorescence artefact?]	18	5	-6	7	97	11	2	9	CCn1nnc(-c2ccccc2NS(=O)(=O)c2ccc(C(=O)OC)cc2)n1
-10	-2	-3	-4	-4	116	31	-1	0	CC(=O)N1CCN(Cc2nc3cc(NC(=O)c4ccc(Cl)cc4)ccc3n2C)CC1
7	8	-1	-13	-3	118	-8	1	9	Cc1noc(C)c1C(=O)Nc1ccc(F)c(F)c1
-14	-20	·	-1	-11	111	·	2	5	COc1ccc(-c2nc(C#N)c(NCCN(C)C)o2)cc1
-3	9	·	-13	-6	102	·	-1	1	Cc1ccc(-n2nnnc2-c2ccco2)cc1
1[fluorescence artefact?]	25	-4	-2	-4	114	-16	-4	2	Cc1ccc(S(=O)(=O)NC(=O)N2CCC(C)CC2)cc1
11	-30	1	-6	9	96	-28	0	3	CC1CN(S(=O)(=O)c2ccc(NC(=O)c3ccco3)cc2)CC(C)O1 (stereo not drawn)
14[fluorescence artefact?]	-2	·	-6	24[fluorescence artefact?]	180[fluorescence artefact?]	·	-1	4	COC(=O)c1cn(NC(=O)c2cc(OC)cc(OC)c2)c(=O)c2ccccc12
-7	-11	·	-13	14	101[fluorescence artefact?]	·	-2	2	CCCCc1ccc(NC(=O)N[C@H](C(=O)O)C(C)CC)cc1 (stereo partly drawn)
·	8	0	-10	·	·	-9	1	1	COc1ccc(C(C)=O)cc1CN1C(=O)NC2(CCCCCC2)C1=O
·	14	-6	-16	·	·	-2	0	1	COCC(=O)Nc1cc(C(=O)Nc2ccccc2C)ccc1Cl
·	-38	-2	-7	·	·	-23	-2	15	COc1ccc([C@@H]2[C@H]3C(=O)N(c4cccc(C(F)(F)F)c4)C(=O)[C@H]3ON2C)cc1
6	-3	-5	3	-7	113	-12	-1	13	COC(=O)c1cc(S(=O)(=O)n2nc(C)c(Br)c2C)c(Cl)cc1Cl
10[fluorescence artefact?]	6	-7	-7	12[fluorescence artefact?]	124	0	2	4	CCOC(=O)N1CCC(NC(=O)c2cc3c(-c4ccccc4F)nn(C)c3s2)CC1
49[fluorescence artefact?]	-14	·	-9	24	67	·	8	5	CCn1c(SCC(=O)c2ccc3c(c2)OCCO3)nnc1-c1ccco1
-20	-24	1	-4	-16	108[fluorescence artefact?]	6	2	3	COc1ccccc1NC(=O)Nc1ccc2c(c1)OCCO2
-7	-6	1	-14	-5	95	-8	0	9	CCC(C)(C(=O)NC1CCCCC1)N(Cc1ccco1)C(=O)c1ccc2c(c1)OCO2 (stereo not drawn)
-5[fluorescence artefact?]	-16	-1	-17	-96[fluorescence artefact?]	95	7	1	6	Cc1cccc(NC(=O)Nc2cc(C)on2)c1
·	6	-2	-2	·	·	15	1	6	CCCCn1c(-c2csc3c2CCCC3)n[nH]c1=S
·	0	20	-1	·	·	-5	-5	2	C=C(C)C(=O)N1CC2(CC(c3cccc(NC(=O)c4ccccc4)c3)=NO2)C[C@@H]1C(N)=O (stereo partly drawn)
-12	-20	-5	-8	2	114	-9	3	18	CCOC(=O)Nc1sc2c(c1C(=O)OCC)CCC2
21	19	-5	-28	14	85	4	5	-2	COc1ccc(NS(=O)(=O)c2ccc(SC)cc2)c(OC)c1
2	-13	0	-10	0	100	-41	-8	1	CC(C)[C@H](NC(=O)NCCc1ccccc1)C(=O)O
52*[fluorescence artefact?]	-3	0	-6	7	98[fluorescence artefact?]	8	-2	4	Cc1oc(C(=O)Nc2ccc(O)cc2)cc1COc1ccccc1
-10[fluorescence artefact?]	-3	·	-6	1	84[fluorescence artefact?]	·	6	9	COc1ccc2c(c1)C(C)=CC(C)(C)N2C(=O)Nc1ccccc1
18[fluorescence artefact?]	17	-5	-5	7[fluorescence artefact?]	63[fluorescence artefact?]	13	4	18	COc1cccc(C(=O)/C=C/Nc2cc(C)ccc2O)c1
-8	-9	2	-13	-13	117	-1	-8	2	Cc1cccc(N2CCN(C(=O)Cn3cccc3)CC2)c1C
-7	-12	-4	-4	-2	125[fluorescence artefact?]	-3	-8	10	Cn1c(SCc2cccc(C(F)(F)F)c2)nnc1-c1ccco1
1	·	3	·	1	110	-2	·	·	O=C(Nc1cnccn1)c1cccs1
-6	0	·	-1	1	89	·	-3	6	COC(=O)C1=C(C)N(C)C(C)=C(C(=O)OC)C1c1ccc(F)c(Br)c1
·	6	-2	7	·	·	-5	-7	3	Cc1cc(C)n2nc(SCc3nnc(SCc4ccccc4Cl)s3)nc2n1
-11	-6	·	-1	-8	93	·	5	5	COC(=O)c1cc(Br)c(=O)n(-c2ccccc2F)c1
1	·	-4	·	-6	118	-30	·	·	FC(F)(F)c1cccc(CN2CCCCCC2)c1
-6	i	·	-12	8	93	·	-2	3	COc1cccc(/C=N/Nc2snc(SC)c2C#N)c1
-6[fluorescence artefact?]	-11	·	-6	4	104	·	0	7	Cc1cc(C)c(NC(=O)CN2CCOCCOCCOCCOCC2)c(C)c1
5[fluorescence artefact?]	33	·	-7	10	105	·	6	16	CN1CC(=O)N(CC(=O)Nc2ccc(Cl)c(C(F)(F)F)c2)C1=O
·	-3	-3	-2	·	·	28	-2	10	CCC(C)NC(=O)CSc1nc(-c2cccs2)cc(C(F)(F)F)n1 (stereo not drawn)
6	·	-2	·	-11	112[fluorescence artefact?]	-5	·	·	CC1Cc2nc(SCC(N)=O)n(C)c(=O)c2S1 (stereo not drawn)

Screens deposited in PubChem BioAssay by several laboratories.
